Rpn11 block = inhibitors of human proteasome Rpn11; AID 588493; calls only at 20 µM; 360,000 compounds, 0.59% hits; human 26S proteasome, Ub4-pepOG fluorescence polarization; 20S core pre-blocked with epoxomicin; O00487;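 active = inhibition at 20 µM, scaled to each plate's controls, above about 33%, limit read from the data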
Scp-1 inhibitor = blocks human Scp-1 phosphatase activity. AID 493091. 340,000 compounds, 0.88% hits. inhibition, % at 20 µM. Recombinant Scp1, phosphopeptide, malachite green phosphate absorbance;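 active = inhibition above about 50% at 20 µM, limit read from the data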;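 also: plate controls were DMSO wells with enzyme for no effect and wells lacking enzyme for full effect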
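System: SCP-1 catalytic domain; Reagent: Phospho 17-mer peptide substrate; Doses: one concentration, 20 µM, with 1.0% DMSO; Incubation: 45 min room-temperature reaction, 5 min colour, 30 min stabiliser; Signal: Phosphate-binding colour reagent, absorbance read at 630 nm.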
DNMT1 inh = inhibitors of human DNMT1. DNMT1 molecular beacon, Hinp1I cleavage, fluorescence. inhibition (reported as % activation of signal), % at 10 µM. 360,000 compounds, 0.83% hits. AID 588458; in the data active = inhibition above about 50%
Target sequence (P26358 504-1616 limits assumed): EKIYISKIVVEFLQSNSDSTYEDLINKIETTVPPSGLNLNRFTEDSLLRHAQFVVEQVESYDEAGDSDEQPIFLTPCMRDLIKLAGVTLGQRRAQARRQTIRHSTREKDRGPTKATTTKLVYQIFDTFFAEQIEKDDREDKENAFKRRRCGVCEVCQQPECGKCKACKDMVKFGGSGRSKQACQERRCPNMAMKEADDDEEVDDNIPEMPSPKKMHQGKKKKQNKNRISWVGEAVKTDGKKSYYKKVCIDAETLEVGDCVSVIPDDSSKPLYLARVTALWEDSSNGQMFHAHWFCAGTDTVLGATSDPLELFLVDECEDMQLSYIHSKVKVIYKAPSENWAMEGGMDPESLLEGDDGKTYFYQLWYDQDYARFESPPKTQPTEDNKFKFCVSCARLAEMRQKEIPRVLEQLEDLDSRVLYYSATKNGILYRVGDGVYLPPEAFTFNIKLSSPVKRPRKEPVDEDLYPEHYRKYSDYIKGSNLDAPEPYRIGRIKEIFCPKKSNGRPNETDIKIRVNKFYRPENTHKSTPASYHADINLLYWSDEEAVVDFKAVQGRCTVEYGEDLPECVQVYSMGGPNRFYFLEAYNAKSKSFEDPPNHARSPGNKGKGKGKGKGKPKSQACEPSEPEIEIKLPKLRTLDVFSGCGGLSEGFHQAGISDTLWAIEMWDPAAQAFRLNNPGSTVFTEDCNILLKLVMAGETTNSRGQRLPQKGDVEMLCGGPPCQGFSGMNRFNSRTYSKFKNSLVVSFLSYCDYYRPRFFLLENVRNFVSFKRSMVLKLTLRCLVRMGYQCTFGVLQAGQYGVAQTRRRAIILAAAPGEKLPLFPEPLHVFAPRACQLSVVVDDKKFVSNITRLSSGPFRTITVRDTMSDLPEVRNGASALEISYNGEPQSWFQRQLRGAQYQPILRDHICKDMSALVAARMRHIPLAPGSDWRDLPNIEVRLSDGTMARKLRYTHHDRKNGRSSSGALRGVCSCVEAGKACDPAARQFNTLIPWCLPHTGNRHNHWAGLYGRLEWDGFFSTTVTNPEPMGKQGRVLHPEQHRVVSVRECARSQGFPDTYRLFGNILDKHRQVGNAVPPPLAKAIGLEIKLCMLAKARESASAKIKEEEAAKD
CSN inh = blocks human CSN-mediated cullin deneddylation | 360,000 compounds, 0.38% hits | AID 651999 | Purified CSN, SCF-Nedd8-OG deneddylation, fluorescence polarization | inhibition, % at 12.5 µM;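 active = pattern-corrected inhibition above about 35%, with an unprinted fluorescence ratio check between 0.5 and 1.5, limit read from the data, passing the limit was not always enough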;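 also: 0% = enzyme with substrate and 100% = substrate without enzyme; some results filed as inactive read as strong as hits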
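Detection – fluorescence polarization · System – HEK293T-derived human Csn5 enzyme · Controls – substrate-only high control, full reaction low control · Timing – 90 min, room temperature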
PABP1 MLLE inh = blocks PAM2 peptide binding to the PABP1 MLLE domain | AID 588489 | P11940 | GST-MLLE / FITC-PAM2 fluorescence polarization | 360,000 compounds, 0.36% hits | inhibition, % at 20 µM; in the data active = inhibition above about 35%, passing the limit was not always enough;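 also: plate controls were DMSO wells with GST-MLLE for no effect and wells lacking GST-MLLE protein for full effect; some results filed as inactive read as strong as hits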
NadD block = NadD (S. aureus) enzyme inhibition. inhibition, % at 20 µM. AID 602399. 360,000 compounds, 0.78% hits. purified NadD enzyme, colorimetric absorbance read-out; in the data active = inhibition above about 26%; also: some compounds past the cut are filed as inactive
TbMetRS inhib = blocks T. brucei methionyl-tRNA synthetase activity | purified T. brucei MetRS, ATP depletion, Kinase-Glo luminescence | 360,000 compounds, 0.4% hits | inhibition, % at 11.9 µM | AID 624268;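 active = inhibition above a per-plate cutoff of the control wells' mean inhibition plus 3 SD, cut at about 5.5% in these data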;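 also: 0% = DMSO wells median and 100% = median of wells with control inhibitor compound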
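Measured by: Kinase-Glo luciferase luminescence reporting remaining unconsumed ATP. Material: purified T. brucei MetRS enzyme. Doses: 11.9 µM compound single dose, 0.9% DMSO. Medium: HEPES buffer containing pyrophosphatase, BSA, spermine, DTT. Times: 15 min preincubation, 2 h reaction, all 25 °C. Reagent: methionine, ATP and bulk E. coli tRNA.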
SUMO1 PPI mod = alters human SUMO1 binding to SIM partners; inhibition, % at 20 µM; 360,000 compounds, 0.33% hits; SUMO1 binding to a labelled peptide, TR-FRET, 1 h; in the data active = inhibition above about 37%
STEP block = blocks human striatal-enriched tyrosine phosphatase. recombinant STEP, OMFP fluorogenic substrate, fluorescence. inhibition, % at 20 µM. 360,000 compounds, 0.25% hits. AID 588621;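 active = inhibition at 20 µM, scaled per plate between control wells, above about 37%, limit read from the data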;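 also: 0% = DMSO with enzyme and substrate and 100% = substrate only without enzyme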
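Material: STEP (striatal-enriched tyrosine phosphatase) enzyme, cell-free | Medium: 50 mM Bis-Tris pH 6.0 with 2.5 mM DTT and 0.005% Tween 20 | Read-out: Percent inhibition scaled to no-enzyme and uninhibited-enzyme controls, plate-pattern corrected | Signal: Fluorescence read at 480 nm ex / 540 nm em | Times: 20 min reaction, room temperature, in the dark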
LMPTP block = LMPTP (human) inhibition | P24666 | recombinant LMPTP-A, OMFP fluorogenic substrate, fluorescence intensity | inhibition, % at 20 µM | 360,000 compounds, 0.22% hits | AID 651560;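 active = compounds that cut the enzyme signal by at least half of the control window in the single-dose screen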;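 also: plate controls were DMSO wells with enzyme plus substrate for no effect and substrate without enzyme for full effect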
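Test system: LMPTP-A phosphatase enzyme; input: 0.625 nM LMPTP-A final; reagent: OMFP substrate, 400 µM final; compound dosing: 20 µM single dose, 3% DMSO; incubation: 50 min dark incubation at room temperature; measured by: endpoint fluorescence intensity from OMFP dephosphorylation; measure: % inhibition relative to no-enzyme and uninhibited control wells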
Starred values were filed as active, the others as inactive; i = inactive; nt = no result given.

[1] O=[N+]([O-])c1ccc(Cl)cc1N1CCCC1
[2] Cc1c(Cl)cnc(NC(=O)COC(=O)c2ccc3ncsc3c2)c1Cl
[3] CCCc1ccc2c(N)c(C#N)sc2n1
[4] CCN(CC)c1ccc(C(=O)NNC(=O)CCNC(=O)c2ccccc2)cc1
[5] Cc1ccc(C(=O)N2CCN(S(=O)(=O)c3ccccc3)CC2)s1
[6] O=[N+]([O-])c1ccc(Cl)c(/C=N/n2c(C3CCCCC3)n[nH]c2=S)c1
[7] COc1cccc(N(CC(=O)NCCSc2ccc(Cl)cc2)S(C)(=O)=O)c1
[8] CCN(CC)C(=O)Oc1ccc2ccccc2c1Cl

Screen / compound no.,1,2,3,4,5,6,7,8
Rpn11 block,i,i,i,i,i,i,i,i
Scp-1 inhibitor,0,5,-5,2,-1,-6,-7,-4
DNMT1 inh,-2,2,2,1,-1,3,0,-2
CSN inh,7,12,2,-2,-1,5,-5,0
PABP1 MLLE inh,2,10,10,2,0,-87,6,6
NadD block,-4,3,1,-5,1,5,-7,1
TbMetRS inhib,-0.3,0.1,-0.7,-0.2,-0.1,-0.3,-0.7,-1.8
SUMO1 PPI mod,-6,13,-10,5,25,-11,1,-4
STEP block,-2,1,2,3,2,3,-1,-4
LMPTP block,1.4,0.7,1.0,-0.6,-0.1,-0.8,-0.1,0.7

The closing 3 entries of the part before come first, to join the parts:
[6] O=[N+]([O-])c1ccc(Cl)c(/C=N/n2c(C3CCCCC3)n[nH]c2=S)c1
[7] COc1cccc(N(CC(=O)NCCSc2ccc(Cl)cc2)S(C)(=O)=O)c1
[8] CCN(CC)C(=O)Oc1ccc2ccccc2c1Cl
[9] COc1ccccc1OC(C)C(=O)Nc1ccc(S(=O)(=O)N2CCN(C)CC2)cc1 (centres undefined)
[10] CCc1ccc(C2c3[nH]c4ccccc4c3CCN2C(=O)CNC(N)=O)cc1 (centres undefined)
[11] CS(=O)(=O)Nc1ccccc1C(=O)O
[12] COc1ccc(-c2noc(N3CCC(C(=O)NCCCN4CCCC(C)C4)CC3)n2)cc1 (centres undefined)
[13] CCc1ccccc1NC(=O)CN(C)C(=O)c1cc(C2CC2)nc2c1cnn2C(C)C
[14] CC1=C(C)CC(C(=O)NCC(=O)c2ccccc2)C(C(=O)O)C1 (centres undefined)
[15] C=CCn1c(O)c(N=NC(=S)Nc2ccccc2F)c2cc(S(=O)(=O)N3CCOCC3)ccc21
[16] O=C(NCc1ccccc1Cl)C(=O)NCC1OCCCN1S(=O)(=O)c1cccs1 (centres undefined)

Screen / compound no.,6,7,8,9,10,11,12,13,14,15,16
Rpn11 block,i,i,i,i,i,i,i,i,i,i,i
Scp-1 inhibitor,-6,-7,-4,-5,-3,-2,-4,3,-12,-13,-7
DNMT1 inh,3,0,-2,3,1,-2,2,3,2,-20,-4
CSN inh,5,-5,0,-2,2,2,-8,1,-2,1,1
PABP1 MLLE inh,-87,6,6,5,4,-5,-6,-9,-8,42*,1
NadD block,5,-7,1,-9,-6,3,-7,-2,-1,38*,-6
TbMetRS inhib,-0.3,-0.7,-1.8,0.5,-1.3,0.3,-0.4,-0.3,-0.7,-0.4,0.0
SUMO1 PPI mod,-11,1,-4,8,1,-2,8,-2,2,-19,-1
STEP block,3,-1,-4,-3,-1,-3,4,-2,-2,6,-1
LMPTP block,-0.8,-0.1,0.7,0.2,-0.7,-2.8,-0.8,-0.6,0.3,1.2,0.7

[17] CCOC(=O)CN1C(=O)N[C@@H](c2ccccc2)[C@@H](C(=O)OC)[C@H]1C
[18] CCCCN(C(=O)c1cc(-c2ccco2)nc2ccccc12)c1c(N)n(CCC)c(=O)[nH]c1=O
[19] COc1ccc(NC(=O)c2ccc(-c3ccc(F)cc3)o2)cc1OC
[20] Cc1c(C(=O)NCc2cccs2)oc2ccc(S(=O)(=O)N3CCOCC3)cc12
[21] CC1=NN(c2ccc(S(=O)(=O)O)cc2C)C(=O)C1
[22] COc1ccc(-c2nn3c(=O)c(C)nnc3s2)cc1
[23] O=C(c1ccccc1)C1CCN(c2ncccc2[N+](=O)[O-])CC1
[24] CC1(C)Cc2cccc(OCC(=O)Nc3cc(S(C)(=O)=O)ccc3Cl)c2O1

Screen / compound no.,17,18,19,20,21,22,23,24
Rpn11 block,i,i,i,i,i,i,i,i
Scp-1 inhibitor,-2,61*,nt,-7,-2,-13,-3,-3
DNMT1 inh,0,53*,-6,-5,-10,4,2,-2
CSN inh,-2,31,-2,-1,4,0,0,5
PABP1 MLLE inh,1,9,-1,3,-1,-13,11,0
NadD block,-2,5,-7,-4,0,1,-10,-5
TbMetRS inhib,-0.3,-0.5,0.0,0.4,0.5,-0.7,-0.9,-0.6
SUMO1 PPI mod,-1,3,-12,1,13,-10,-31,-1
STEP block,-2,6,4,1,-3,-1,0,0
LMPTP block,-1.9,8.8,-0.6,-0.3,1.7,5.4,0.1,0.1

Whole records from above. Order of screens: Rpn11 block	Scp-1 inhibitor	DNMT1 inh	CSN inh	PABP1 MLLE inh	NadD block	TbMetRS inhib	SUMO1 PPI mod	STEP block	LMPTP block
Cc1c(C(=O)NCc2cccs2)oc2ccc(S(=O)(=O)N3CCOCC3)cc12 as listed: i	-7	-5	-1	3	-4	0.4	1	1	-0.3
O=C(c1ccccc1)C1CCN(c2ncccc2[N+](=O)[O-])CC1 as listed: i	-3	2	0	11	-10	-0.9	-31	0	0.1
CCOC(=O)CN1C(=O)N[C@@H](c2ccccc2)[C@@H](C(=O)OC)[C@H]1C as listed: i	-2	0	-2	1	-2	-0.3	-1	-2	-1.9
CC1=NN(c2ccc(S(=O)(=O)O)cc2C)C(=O)C1 as listed: i	-2	-10	4	-1	0	0.5	13	-3	1.7

Carrying on:
[25] CC(C)CN1CCC(=O)N(CCSc2ccccc2)CC1
[26] CCOc1cc(C(=O)Nc2ccc(S(=O)(=O)NC3=NCCCCC3)cc2)cc(Br)c1OC
[27] O=C(CCNC(=O)c1ccccc1Cl)NCC12CC3CC(CC(C3)C1)C2
[28] CN(C(=O)CSc1nnc2ccccn12)c1c(N)n(Cc2ccccc2)c(=O)[nH]c1=O
[29] N#Cc1c(NC(=O)CSc2nc3c(c(C(F)(F)F)n2)CCc2ccccc2-3)sc2c1CCCC2
[30] C/C(=N\Nc1c(F)c(F)c(Br)c(F)c1F)c1ccncc1
[31] COc1ccc(CNC(=O)C2CCN(S(=O)(=O)c3cccc4cccnc34)CC2)cc1
[32] COc1cccc(Nc2nnc(SCC(=O)N3CC(C)OC(C)C3)s2)c1 (centres undefined)

Screen / compound no.,25,26,27,28,29,30,31,32
Rpn11 block,i,i,i,i,i,i,i,i
Scp-1 inhibitor,2,-1,3,3,-6,-5,nt,-1
DNMT1 inh,5,-6,-1,3,2,-2,3,-1
CSN inh,-6,3,-11,0,-3,-5,-7,6
PABP1 MLLE inh,7,-18,3,13,32,-2,8,-21
NadD block,-1,3,0,-15,10,-3,0,1
TbMetRS inhib,-0.1,-0.3,-1.0,-0.8,-0.2,-0.4,-0.5,-0.2
SUMO1 PPI mod,7,4,-2,2,3,-2,2,0
STEP block,-4,4,-1,1,5,0,0,2
LMPTP block,-1.7,1.3,-0.8,-3.1,1.7,0.6,-0.5,0.5

[33] CCc1cc(=O)[nH]c(SCC(=O)NCC2CCCO2)n1 (centres undefined)
[34] OC1CCN(C(=S)NCCc2ccccc2)CC1
[35] Cc1cn([C@H]2C[C@H](O)[C@@H](CNC(=O)c3ccccn3)O2)c(=O)[nH]c1=O
[36] Cc1nccn1CCN(C)Cc1cn(Cc2ccccc2)nc1-c1ccc2c(c1)OCO2
[37] CC(=O)c1ccc(NC(=O)CN2C(=O)COc3ccc(S(=O)(=O)N4CCCC4)cc32)cc1
[38] Cc1ccc(C(=O)NC2CCCC(C)C2C)cc1S(=O)(=O)N1CCCCC1 (centres undefined)
[39] COc1cc2cnc(Cl)nc2cc1OC
[40] COc1ccc(OCc2nnc(SCC(=O)NC3CC3)n2C)cc1

Screen / compound no.,33,34,35,36,37,38,39,40
Rpn11 block,i,i,i,i,i,i,i,i
Scp-1 inhibitor,6,-2,nt,3,69*,-5,-3,7
DNMT1 inh,2,1,0,-2,3,-2,2,-1
CSN inh,2,0,0,1,-1,5,-17,1
PABP1 MLLE inh,8,-120,14,3,-7,-4,1,6
NadD block,2,3,1,-3,-4,-4,-8,-3
TbMetRS inhib,0.1,-0.6,-1.2,0.0,-0.3,-0.5,-0.1,-0.8
SUMO1 PPI mod,2,0,-6,5,3,7,1,1
STEP block,1,1,-1,2,-2,0,-3,-3
LMPTP block,-0.2,-1.8,-2.9,0.7,-1.0,0.7,-2.6,-0.6

Reprinted from the part before: 2 entries; new compounds follow.
[39] COc1cc2cnc(Cl)nc2cc1OC
[40] COc1ccc(OCc2nnc(SCC(=O)NC3CC3)n2C)cc1
[41] COc1ccc(N2C(=O)/C(=C\c3ccco3)N=C2SCC(=O)N(C(C)C)C(C)C)cc1Cl
[42] CC(=O)c1ccc(-c2cnc3c(NC=O)cc(-c4cnn(C)c4)cn23)cc1
[43] O=C(NC(=S)Nc1ccc2c(c1)OCCO2)c1ccco1
[44] Nc1nnc(CSCc2ccc(Cl)cc2)s1
[45] c1ccc2nc(N3CCOCC3)c(N3CCOCC3)nc2c1
[46] O=C(N/N=C/c1ccc([N+](=O)[O-])s1)c1cccc(Br)c1
[47] O=S(=O)(CC(c1ccccc1)N1CCCCC1)c1ccc(Cl)cc1 (centres undefined)

Screen / compound no.,39,40,41,42,43,44,45,46,47
Rpn11 block,i,i,i,i,i,i,i,i,i
Scp-1 inhibitor,-3,7,-4,nt,-7,-5,-5,97*,-1
DNMT1 inh,2,-1,-2,-3,-8,1,1,21,5
CSN inh,-17,1,12,5,-1,-15,0,13,-7
PABP1 MLLE inh,1,6,10,-10,23,-2,15,-7,6
NadD block,-8,-3,19,5,-2,-3,2,3,-10
TbMetRS inhib,-0.1,-0.8,-0.3,-0.6,-0.2,-0.8,0.1,0.3,-0.4
SUMO1 PPI mod,1,1,-2,-13,-2,-3,2,-6,-1
STEP block,-3,-3,2,-2,-1,-2,2,55*,0
LMPTP block,-2.6,-0.6,3.0,-0.3,-0.1,-2.9,0.0,75*,-0.2

From PubChem BioAssay
